ELG1 repair inh: blocks ELG1-dependent DNA repair in HEK293T cells; HEK293T ELG1-luciferase reporter, luminescence, 16 h; DNA damage induced by 5-fluorouridine; Potency, µM (titrated, usually from 46.1 µM), without a hit: top-dose activity change, negative = inhibition, actives largely listed as inhibitors; 330,000 tested, 2.3% active; also: potency is read from the fitted curve at half-maximal effect; % is scaled to controls: 0 for no effect and ±100 for the full control effect; nearly all actives have a fitted effect of over 55% in size
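5-Fluorouridine DNA damage + compound/DMSO, 2,000 cells/well, 16 h, 37 °C/5% CO2. ONE-Glo, 30 min RT, luminescence. Readout = decrease in reporter signal.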
Tb PFK inh: blocks T. brucei phosphofructokinase. 330,000 tested, 0.17% active. T. brucei PFK, ADP-Glo luminescence. O15648. AID 485367. Potency, µM (doses to about 57.5 µM), inactives show top-dose activity, negative = inhibition, usual class: inhibitors;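 also: potency is read from the fitted curve at half-maximal effect; 0% = uninhibited 1x PFK enzyme wells and -100% = no-enzyme wells; nearly all actives have a fitted effect of over 60% in size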
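Activity is normalized to no-enzyme wells (full inhibition) and 1.25 nM enzyme wells (no inhibition). Reaction: 0.5 mM F6P, 0.1 mM ATP, 45 min RT, ADP-Glo luminescence; concentration-response curves fitted and classed by quality.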
VP16 counter: inhibits Gal4-VP16 luciferase reporter, ROR gamma counter-screen; Potency, µM (highest dose often 53.6 µM), inactives show at the top dose activity, negative = inhibition, hits mostly inhibitors; Drosophila S2 Gal4-VP16 UAS-luciferase, luminescence, 20 h; 310,000 tested, 3.5% active;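 also: Gal4-VP16 expression switched on by copper sulfate through the metallothionein promoter; potency is read from the fitted curve at half-maximal effect; % is scaled to controls: 0 for no effect and ±100 for the full control effect; nearly all actives have a fitted effect of over 50% in size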
Rab9 promoter act: activators of Rab9 promoter; Huh7 Rab9 promoter-luciferase reporter, luminescence, 24 h; Potency, µM (titrated, usually from 9.22 µM), without a hit: at the top dose activation, negative = inhibition, most hits filed as activators; AID 485297; 320,000 tested, 2.8% active; also: potency is read from the fitted curve at half-maximal effect; % of control where 0% means no effect; nearly all actives have a fitted effect of over 60% in size
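Quantitative HTS format; Huh7 Rab9-luciferase reporter cells (1500/well) receive compound 2 h post-plating, incubate 24 h at 37 °C, then get luciferase reagent for 10 min before luminescence reading.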
NPC1 prom act: activates the NPC1 promoter. AID 485313. Potency, µM (doses to about 9.22 µM), for the others: at the highest dose activation, usual class: activators. Huh7 NPC1 promoter luciferase reporter, 24 h. 320,000 tested, 2.4% active;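 also: potency is read from the fitted curve at half-maximal effect; % of control where 0% means no effect; nearly all actives have a fitted effect of over 60% in size; reporter is driven by a mutant NPC1 promoter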
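Stably transfected Huh7 (NPC1 promoter→luciferase), 1500 cells/well in Opti-MEM + 10% FBS, 2 h settle, then compound 24 h at 37 °C. Luminescence after 10 min with Amplite reagent.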
RORg inh: inhibitors of mouse ROR gamma transcriptional activity; P51450; Drosophila S2 Gal4-RORgamma UAS-luciferase reporter, 20 h; Potency, µM (doses to about 53.6 µM), for the others: at the highest dose activity change, negative = inhibition, hits mostly inhibitors; 310,000 tested, 5.4% active; also: potency is read from the fitted curve at half-maximal effect; % is scaled to controls: 0 for no effect and ±100 for the full control effect; nearly all actives have a fitted effect of over 60% in size
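Drosophila S2 cells stably expressing Gal4-DBD/mouse RORγ fusion under metallothionein promoter plus UAS-luciferase; compound 1 h, then 700 uM CuSO4 induction for 20 h at ambient temperature; inhibition read as reduced luminescence.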
p53 reactivator: mutant p53 re-activation in reporter cells | 320,000 tested, 0.063% active | AID 504706 | Potency, µM (highest dose often 92.2 µM), for the others: at the highest dose activity change, positive = activation, usual class: activators | H1299 p53-A138V BP100-luciferase reporter, luminescence, 24 h; also: potency is read from the fitted curve at half-maximal effect; % of control where 0% means no effect; nearly all actives have a fitted effect of over 45% in size
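H1299 (p53-null), stable ts p53-A138V + BP100-Luc; 1000 cells/well, Opti-MEM/10% FBS; cpd 4 pt, 1:5; 24 h, 37 deg C, 5% CO2; detection reagent 10 min RT; luminescence.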
TRPV1 agonist: activates the human vanilloid receptor TRPV1 | activation, % at 8.33 µM | 320,000 tested, 0.19% active | Q8NER1 | TRPV1-expressing cells, Fluo-8 calcium influx, agonist mode | AID 540275; in the data active = activation above about 80%; inconclusive = between about 30% and that limit; also: 0% is about no effect
Target sequence (Q8NER1 whole entry, looked up): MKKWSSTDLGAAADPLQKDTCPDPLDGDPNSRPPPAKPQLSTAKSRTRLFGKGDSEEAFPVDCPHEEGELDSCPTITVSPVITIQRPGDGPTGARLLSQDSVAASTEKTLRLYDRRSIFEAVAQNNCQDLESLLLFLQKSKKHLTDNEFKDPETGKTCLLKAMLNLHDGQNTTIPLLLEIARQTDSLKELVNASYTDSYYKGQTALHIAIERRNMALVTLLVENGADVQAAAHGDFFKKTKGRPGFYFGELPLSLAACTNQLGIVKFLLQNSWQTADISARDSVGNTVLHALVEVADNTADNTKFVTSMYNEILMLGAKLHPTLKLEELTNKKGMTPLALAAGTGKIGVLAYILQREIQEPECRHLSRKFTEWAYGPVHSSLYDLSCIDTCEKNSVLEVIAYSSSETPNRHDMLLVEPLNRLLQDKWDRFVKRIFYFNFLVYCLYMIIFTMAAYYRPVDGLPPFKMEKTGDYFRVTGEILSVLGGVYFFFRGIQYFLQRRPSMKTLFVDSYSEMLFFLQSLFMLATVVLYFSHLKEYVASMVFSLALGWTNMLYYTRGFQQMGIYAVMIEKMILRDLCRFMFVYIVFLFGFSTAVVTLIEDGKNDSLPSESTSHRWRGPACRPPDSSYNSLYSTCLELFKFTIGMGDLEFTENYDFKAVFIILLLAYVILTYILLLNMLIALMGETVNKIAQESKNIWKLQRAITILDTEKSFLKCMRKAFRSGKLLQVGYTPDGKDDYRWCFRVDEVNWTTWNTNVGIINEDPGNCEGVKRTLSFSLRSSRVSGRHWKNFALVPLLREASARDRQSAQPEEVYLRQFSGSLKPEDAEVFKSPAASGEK
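TRPV1-expressing cells were cultured overnight at 35.5C and loaded with Fluo-8 calcium dye for 40 to 90 min at room temperature. After a 10 s baseline, compound was added and calcium influx was read kinetically for 3 min (ex 480/em 520 nm).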
FLuc counter: firefly luciferase modulation, counter-screen for miR-21 project | P08659 | purified FLuc, Km substrates, luminescence inhibition | Potency, µM (titrated, usually from 57.5 µM), inactives show top-dose activity change, negative = inhibition, hits mostly inhibitors | 360,000 tested, 6.9% active | AID 588342;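 also: potency is read from the fitted curve at half-maximal effect; plate controls were vehicle for no effect and reference inhibitor for full effect; nearly all actives have a fitted effect of over 55% in size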
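Biochemical qHTS of compounds, final roughly 60 µM downward over six points, against 10 nM purified firefly luciferase using Km concentrations of substrates (10 uM D-luciferin, 10 uM ATP) in Tris acetate pH 7.5 buffer; luminescence output.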
ELG1 genotox: genotoxicity induction in ELG1-luciferase HEK293T cells. HEK293T ELG1-luciferase reporter, luminescence, 16 h. Potency, µM (highest dose often 46 µM), for the others: top-dose activity change, positive = activation, usual class: activators. 330,000 tested, 1.3% active. AID 504466; also: potency is read from the fitted curve at half-maximal effect; % of control where 0% means no effect; nearly all actives have a fitted effect of over 60% in size
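Screening used a luciferase reporter fused to human ELG1 in HEK293T cells. Luminescence was read on a CCD plate imager after 16 hr exposure and 30 min ONE-Glo incubation.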
BRCA1 expr act: increases BRCA1 expression | 380,000 tested, 1.1% active | Potency, µM (titrated, usually from 46.1 µM), inactives show at the highest dose activation, actives largely listed as activators | AID 624202 | MCF7-BRCA1-FFLuc reporter, luminescence, 48 h; response scale: scaled: vehicle 0%, 10 µM genistein 100%; also: potency is read from the fitted curve at half-maximal effect; nearly all actives have a fitted effect of over 80% in size; some results filed as inactive show a strong effect at the top dose
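First, MCF7-BRCA1-FFLuc cells (2000/well) attach for 2 h; next, compounds are pin-added and incubated 48 h at 37 °C; finally, luciferase reagent is added and luminescence read after 15 min.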
Starred values were filed as active, the others as inactive; ? = inconclusive; nt = not tested or not shown; [ ] = dose if it differs, or a comment. Unless noted, calls follow the shape of the dose curve; as a rule, active = well fitted curve in the direction sought with a large enough effect; inconclusive = small, poorly fitted or top-dose-only effect, or another doubt; inactive = no such curve, though single readings can be large; an effect the other way counts as inactive or inconclusive.

item	SMILES	ELG1 repair inh	Tb PFK inh	VP16 counter	Rab9 promoter act	NPC1 prom act	RORg inh
1	O=c1[nH]c(SCc2c(Cl)cccc2Cl)nc2ccccc12	-6%	1%	-3%	-3%	1%	-14%
2	Cc1nc2cc(N)ccc2n1C1CCCCC1	-13%	-3%	13%	-5%	-5%	-26%
3	O=C(Cn1nc(-c2cccc([N+](=O)[O-])c2)c2ccccc2c1=O)NCC1CCCO1 (stereo not given)	-5%	-1%	5%	-2%	2%	7%
4	COc1ccc(Cn2nnnc2CN(Cc2cc3cccc(C)c3[nH]c2=O)C2CCCC2)cc1	?	-1%	-6%	-3%	-1%	8%
5	CC(=O)C1C(c2ccc(F)cc2)NC(=O)NC1(O)C(F)(F)F (stereo not given)	-9%	-1%	-9%	-5%	-2%	-20%
6	Cc1ccc(NC(=S)NCc2ccccc2)cc1S(=O)(=O)N1CCCCC1	?	-15%	?	-1%	8%	29%
7	CCN(CC)C(=O)CSc1nc(COc2ccccc2)nc2ccccc12	23µM*	0%	-7%	-1%	-5%	8%
8	CCn1cnc2cc(NC(=O)c3cccs3)ccc21	?	1%	1%	2.2µM*	3.5µM*	-5%
9	O=C(Cc1c(F)cccc1Cl)Nc1nccs1	0%	-4%	-1%	0%	-1%	-24%
10	O=C(Cc1ccccc1)c1c[nH]c(C(=O)NCCCn2ccnc2)c1	-10%	-1%	-11%	14%	2%	-20%

item	p53 reactivator	TRPV1 agonist	FLuc counter	ELG1 genotox	BRCA1 expr act
1	11%	2	-3%	0%	3%
2	-4%	-3	-11%	-5%	10%
3	10%	3	1%	4%	-11%
4	-16%	5	0%	-6%	-1%
5	4%	-5	4%	0%	-2%
6	-4%	-6	-9%	-18%	-66%
7	-1%	11	1%	-10%	-33%
8	7%	0	15µM*	?	13µM*
9	-23%	-2	-2%	-9%	11%
10	0%	0	-2%	-1%	nt

Further compounds follow:
item	SMILES	ELG1 repair inh	Tb PFK inh	VP16 counter	Rab9 promoter act	NPC1 prom act	RORg inh
11	COCc1ccc(C(=O)Nc2ccccc2C(=O)NCc2cccnc2)cc1	6%	-1%	8%	1%	-6%	-5%
12	Cc1ccccc1NC(C)C(=O)N/N=C/c1ccccc1OCc1cccc(Br)c1 (stereo not given)	0%	-1%	-2%	-1%	-1%	-11%
13	COCCCNC(=O)c1ccc2c3c(onc13)-c1ccccc1C2=O	?	-7%	?	0.71µM*	3.2µM*	6%
14	Cc1cccc2[nH]c3c(N4CCN(C(=O)c5ccco5)CC4)ncnc3c12	?	0%	-22%	1%	-3%	-2%
15	Cc1cc(OCCCC(=O)NCCc2nnc3ccccn23)ccc1Cl	1%	-1%	nt	nt	nt	nt
16	OCCCC1CCCCN1Cc1nc(Cc2ccccc2Cl)no1 (stereo not given)	8%	-6%	5%	-1%	1%	8%
17	Cc1csc(NC(=O)c2cccc(C)c2C)n1	?	1%	-2%	2.8µM*	3.2µM*	-27%
18	CC(C)n1c(O)c(N=NC(=O)CNC(=O)Cc2ccc(Cl)cc2)c2ccccc21	-22%	-10%	-9%	-2%	-5%	27%
19	COc1cccc(CN2CCC(C(=O)N3CCN(Cc4ccc5c(c4)OCO5)CC3)CC2)c1OC	-7%	-1%	1%	5%	-6%	18%
20	CC(C)CCn1nnnc1CN1CCN(C(c2ccccc2)c2ccccc2)CC1	?	-2%	-8%	0%	-2%	2%

item	p53 reactivator	TRPV1 agonist	FLuc counter	ELG1 genotox	BRCA1 expr act
11	0%	-1	?	1%	-12%
12	12%	7	-4%	-13%	-84%
13	-13%	-3	6µM*	-11%	-84%[inhibitor]
14	4%	-1	?	-2%	-12%
15	1%	nt	nt	1%	85%
16	-2%	-1	-2%	2%	0%
17	?	16	15µM*	?	85%
18	-5%	?	-1%	-5%	-15%
19	9%	-1	1%	0%	-23%
20	5%	13	-5%	-7%	-14%

Continuation.
item	SMILES	ELG1 repair inh	Tb PFK inh	VP16 counter	Rab9 promoter act	NPC1 prom act	RORg inh
21	O=c1oc2ccccc2c(Nc2cccc(O)c2)c1[N+](=O)[O-]	-2%	-1%	12%	-11%	-1%	4%
22	COCCn1c(N)c(N(Cc2ccccc2)C(=O)Cc2ccccc2F)c(=O)[nH]c1=O	28%	-1%	-5%[10 µM]	-7%	0%	2%
23	CC1CCCCC1NC(=O)CN(C)S(=O)(=O)c1cccc2nsnc12 (stereo not given)	1%	-6%	2%	-8%	-1%	16%
24	COc1ccc2c(c1)NC(=O)CC(c1ccccc1)=N2	?	-1%	0%	26%	?	12%
25	O=C(NC(=S)Nc1ccc(N2CCOCC2)c(Cl)c1)c1sc2ccccc2c1Cl	?	-2%	?	-2%	-1%	-41%
26	CN(Cc1ccccc1)C(=O)COC(=O)c1ccc(Cl)c(N)c1	3%	3%	-17%	11%	11%	11%
27	ONC=Nc1cccc2nonc12	0%	-5%	1%	6%	-3%	17%
28	CCC(C)NC(=O)C(=O)NCc1ccncc1 (stereo not given)	-5%	5%	-5%	-4%	5%	?
29	COc1ccccc1-c1noc(-c2cc(OC)c(OC)c(OC)c2)n1	12µM*	-2%	4%	-6%	0%	45%
30	O=C(O)c1ccc(Cl)c(S(=O)(=O)N(Cc2ccccc2)c2ccccc2Cl)c1	-24%	-2%	-22%	-2%	-4%	-28%

item	p53 reactivator	TRPV1 agonist	FLuc counter	ELG1 genotox	BRCA1 expr act
21	-3%	2	3%	0%	-32%
22	-3%	4	3%	-10%	-19%
23	-5%	3	0%	-5%	5%
24	6%	0	?	16µM*	38%
25	0%	-5	-1%	-1%	10%
26	?	-3	?	-1%	0%
27	-8%	3	-1%	-1%	22%
28	-1%	2	1%	1%	0%
29	-15%	0	-20%	0%	-55%
30	-5%	-4	4%	-4%	-41%

The list continues:
item	SMILES	ELG1 repair inh	Tb PFK inh	VP16 counter	Rab9 promoter act	NPC1 prom act	RORg inh
31	COc1ccc(-c2nc(N3CCCC3)[nH]c(=O)c2C#N)cc1	-4%	-2%	-8%	18%	-2%	7%
32	CCCCN(CC)C(=O)CN(C)S(=O)(=O)c1cccc2nsnc12	-4%	-4%	7%	-2%	-3%	8%
33	Cc1cc(C(=O)OCC(=O)NCCc2ccccc2)c(C)o1	1%	-2%	-4%	-2%	-2%	9%
34	COc1ccc(CCNC(=O)c2c(C)nc3ccccn23)cc1	?	1%	-20%	-2%	-9%	?
35	COc1ccc2nc(NC(=O)c3sc4nc(C)cc(C)c4c3N)sc2c1	?	-12%	?	?	?	0.04µM*
36	COc1cc(/C=C2\C(=N)N3N=C(S(C)(=O)=O)SC3=NC2=O)ccc1OCCOc1ccccc1C	12%	2%	-1%	-1%	-3%	29%
37	CC(C)(C)CC(=O)N1CCC(c2nc3c(nnn3Cc3c(F)cccc3Cl)c(=O)[nH]2)CC1	16µM*	0%	-14%	-5%	0%	7%
38	O=C(O)c1cc(N2CCOCC2)nc2ccccc12	12%	-7%	1%	0%	1%	9%
39	Cc1csc(CN(C)C(=O)CC2C(=O)NCCN2Cc2ccc(-c3ccccc3)cc2)n1 (stereo not given)	12%	-2%	-2%	-4%	-4%	-3%
40	Cc1cccn2c(=O)nc(SCC(=O)Nc3ccc4c(c3)OCCO4)nc12	5%	0%	nt	2%	-5%	nt

item	p53 reactivator	TRPV1 agonist	FLuc counter	ELG1 genotox	BRCA1 expr act
31	-5%	-1	1%	7%	-14%
32	-5%	6	1%	-2%	-2%
33	-1%	2	0%	2%	-16%
34	-1%	4	3%	-7%	-7%
35	11%	2	0.12µM*	?	-1%
36	-1%	1	-4%	1%	29%
37	-8%	0	-2%	-3%	-23%
38	6%	-3	-5%	1%	6%
39	-1%	0	-7%	0%	10%
40	3%	1	-10%	2%	-16%

Looked up by structure from the list above (3):
item	SMILES	ELG1 repair inh	Tb PFK inh	VP16 counter	Rab9 promoter act	NPC1 prom act	RORg inh
28	CCC(C)NC(=O)C(=O)NCc1ccncc1 (stereo not given)	-5%	5%	-5%	-4%	5%	?
34	COc1ccc(CCNC(=O)c2c(C)nc3ccccn23)cc1	?	1%	-20%	-2%	-9%	?
21	O=c1oc2ccccc2c(Nc2cccc(O)c2)c1[N+](=O)[O-]	-2%	-1%	12%	-11%	-1%	4%

item	p53 reactivator	TRPV1 agonist	FLuc counter	ELG1 genotox	BRCA1 expr act
28	-1%	2	1%	1%	0%
34	-1%	4	3%	-7%	-7%
21	-3%	2	3%	0%	-32%
